UDG counterscr: Primary qHTS assay for inhibitors of Activation Induced Cytidine Deaminase (AID): UDG Counterscreen signal. 91,000 compounds, 0.14% hits. Uracil-DNA glycosylase. Potency, µM (titrated, usually from 115 µM), for inactives: at the top dose activity change, negative = inhibition, actives largely listed as inhibitors. FRET deamination/UDG coupled assay, UDG read, 4 h; also: nearly all actives have a fitted effect of over 65% in size
AID inh: Primary qHTS assay for inhibitors of Activation Induced Cytidine Deaminase (AID): AID signal; Single-stranded DNA cytosine deaminase (Homo sapiens), Q9GZX7; AID deamination FRET fluorescence, UDG-coupled, 4 h; Potency, µM (series often up to 115 µM), inactives show at the top dose activity change, negative = inhibition, actives largely listed as inhibitors; 91,000 compounds, 0.32% hits; AID 1347428, 2020; also: nearly all actives have a fitted effect of over 25% in size
Target sequence (Q9GZX7 whole entry, looked up): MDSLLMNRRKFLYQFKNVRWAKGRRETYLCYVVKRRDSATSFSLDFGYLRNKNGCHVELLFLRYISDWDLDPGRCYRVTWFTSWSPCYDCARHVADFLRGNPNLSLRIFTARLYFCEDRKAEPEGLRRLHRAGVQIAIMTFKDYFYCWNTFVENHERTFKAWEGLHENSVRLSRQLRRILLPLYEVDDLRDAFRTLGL
Active calls of the source: *; ? = inconclusive; [ ] = remark or other dose. Calls follow the shape of the dose curve; as a rule, active = well fitted curve in the direction sought with a large enough effect; inconclusive = small, poorly fitted or top-dose-only effect, or another doubt; inactive = no such curve, though single readings can be large; an effect the other way counts as inactive or inconclusive. % is scaled to controls: 0 for no effect and ±100 for the full control effect; potency is read from the fitted curve at half-maximal effect. A portion of the library, so the mix of outcomes need not match the whole.

canonical_smiles | AID inh | UDG counterscr
COc1ccccc1-n1c(=O)c2c3c(sc2n(C)c1=O)CN(C(C)=O)CC3 | 19% | ?
CCOc1ccc(CCNC(=O)c2cc3sccc3n2CC)cc1OCC | ? | -26%
CC1CCc2noc(NC(=O)c3ccc([N+](=O)[O-])cc3)c2C1 (configuration not stated) | 6% | -15%
CN(C)S(=O)(=O)c1ccc2c(c1)N(CC(=O)N1CCN(c3cccc(Cl)c3)CC1)CCS2 | 29% | 2%
COc1ccc(CCNC(=O)c2csc(NC3CC3)n2)cc1 | -1% | -11%
CCOC(=O)c1nc(Nc2cccc(C)c2)c2ccccc2n1 | 4% | 17%
COCCCNC(=O)c1ccc(CSc2nc3cccnc3n2Cc2ccc(OC)cc2)cc1 | 7% | -4%
CC(Cn1cccn1)NC(=O)N1CCN(Cc2ccncc2)CC1 (configuration not stated) | -4% | 7%
CCOc1cccc2sc(N(CCN(CC)CC)C(=O)c3ccco3)nc12 | 2% | -23%[57.5 µM]
CCOC(=O)c1c(C)oc2nc(C)nc(NCCCN3CCN(c4cc(C)ccc4C)CC3)c12 | 2% | 1%
O=C(Nc1c(-c2ccccc2)nc2ccccn12)c1ccccc1F | 6% | -8%
CC(NC(=O)Cc1ccccc1)C12CC3CC(CC(C3)C1)C2 (configuration not stated) | 1% | -1%
CCCc1ccc(OCc2ccc(C(=O)O)cc2)cc1 | -19% | -6%
CCCCC(=O)Nc1ccc(C(=O)OCc2cc(=O)n3nc(C4CC4)sc3n2)cc1 | 13% | -13%
CCc1ccccc1NC(=O)CSc1nc2n[nH]c(C)c2c(=N)n1-c1cccc(C)c1 | -2% | 0%[57.5 µM]
CCN(CC)c1ccc2cc(-c3nc(-c4cc(OC)c(OC)c(OC)c4)no3)c(=O)oc2c1 | 45%[activator] | -2%
O=C(/C=C/c1ccc(Cl)cc1Cl)N[C@@H]1C[C@H]2CC[C@@H]1C2 | -18% | -15%
Cc1cc(C)cc(Nc2nc3cc(Cl)c(Cl)cc3nc2-n2nc(C)cc2C)c1 | ? | -9%
CCOC(=O)c1sc(CC(=O)Nc2ccc(C)cc2C)nc1C | 109%[activator] | -6%
O=C(CSc1nc2c([nH]c3ccccc32)c(=O)n1-c1ccc(Cl)cc1)N1CCCC1 | 15% | -8%
Brc1c(NC2=NCCN2)ccc2nccnc12 | ? | -21%
O=C(NC1CCCC1)c1ccc2c(=O)n(Cc3ccccc3)c(SCc3cccc([N+](=O)[O-])c3)nc2c1 | 1% | 6%
Cc1ccc(C(=O)Nc2ccc(F)cc2)cc1S(=O)(=O)N1CCCCCC1 | ? | -15%
CCS(=O)(=O)N1CCc2cc(C(=O)NCCc3ccc(OC)cc3)ccc21 | ? | 13%
CN(C)CCC=C1c2ccccc2CCc2ccccc21 | -11% | -5%
OC1CCN(Cc2nnc(-c3ccccc3Cl)o2)CC1 | -4% | 3%
Cc1nc(N2CCN(CCO)CC2)c(C#N)c2c1CCCC2 | 1% | 5%
COc1cc(C(=O)Nc2ccc3oc(-c4ccc(C)c(Br)c4)nc3c2)cc(OC)c1OC | 36%[activator][57.5 µM] | 6%[57.5 µM]
Cn1c(=O)c2c(nc(Sc3ccccc3)n2Cc2ccc(Cl)cc2)n(C)c1=O | -16% | -5%
O=C(NCC(=O)N1CCc2ccccc2C1)C1CCC(CNS(=O)(=O)c2ccc(F)cc2)CC1 (configuration not stated) | -23% | 18%

Shown field by field: two of the compounds above
> CCOC(=O)c1c(C)oc2nc(C)nc(NCCCN3CCN(c4cc(C)ccc4C)CC3)c12
- AID inh: 2%
- UDG counterscr: 1%

> COCCCNC(=O)c1ccc(CSc2nc3cccnc3n2Cc2ccc(OC)cc2)cc1
- AID inh: 7%
- UDG counterscr: -4%

(more compounds)
canonical_smiles | AID inh | UDG counterscr
Cc1ccc(C)c(S(=O)(=O)c2nnn3c2nc(Nc2ccc(F)c(Cl)c2)c2sccc23)c1 | -19% | 20%
CCOc1ccccc1CNC(=O)CCc1c(C)nn(-c2ccc(N3CCOCC3)nn2)c1C | 4% | 6%
COc1ccc(-c2nnsc2C(=O)NC2CCCC2)cc1 | -14% | -5%
Cc1cc(-c2ccccc2)n2nc(-c3ccccc3)cc2n1 | ? | -13%
CS(=O)(=O)c1cccc(C(=O)Nc2ccc(-c3ccccc3)cc2)c1 | 2% | -11%
COc1cccc(NC(=O)c2oc3ccccc3c2NC(=O)c2ccc(OC(C)C)cc2)c1 | -13% | -18%
CC1=C(C(=O)Nc2ccc(C)cc2C)C(c2ccc(C(=O)O)cc2)n2nc(SCc3ccccc3)nc2N1 (configuration not stated) | -28% | 3%
CCOc1ccc(NC(=O)C(=O)NCC(c2cccnc2)N2CCc3ccccc32)cc1 (configuration not stated) | -1% | 27%
CCCOc1ccc(C2c3c(oc4ccc(F)cc4c3=O)C(=O)N2CCc2ccc(OC)cc2)cc1 (configuration not stated) | 2% | 4%
COc1ccc(C2C(C(=O)Nc3ccc(C)cc3C)=C(C)Nc3nc4ccccc4n32)c(OC)c1 (configuration not stated) | 1% | -6%
CC1CCC(C(=O)NC(C(=O)OCC(=O)c2ccccc2)C(C)C)CC1 (configuration not stated) | 94%[activator] | 8%
O=C(NCCc1ccccc1)c1ccc(CSc2nc3ccncc3n2Cc2ccccc2F)cc1 | -5% | 2%
CCSc1oc(-c2ccco2)nc1S(=O)(=O)c1ccc(Br)cc1 | -1% | -19%
c1coc(-c2nc(CSc3ccc4c(c3)OCCCO4)cs2)c1 | 1% | -3%
Cc1ccc2c(c1)-c1nc(-c3ccccc3)cc(-c3ccccc3)c1CO2 | -7% | -8%
CCOc1ccc(CNC(=O)Cn2ccc3cc(S(=O)(=O)N4CCCCC4)ccc32)cc1 | -11% | -19%[57.5 µM]
Cc1nnc(SCc2ccccc2)c2cc3sccc3n12 | ? | -14%
COc1cccc(/C=C2\Oc3cc(OC(=O)c4ccc(C(C)(C)C)cc4)ccc3C2=O)c1OC | -2% | -6%
CC(NC(=O)/C(C#N)=C\c1ccccc1OC(F)F)c1ccccc1 (configuration not stated) | -3% | 5%
CCOC(=O)C1CCCN(C(=O)c2ccc3c(c2)sc2nc(-c4ccc(CC)cc4)cn23)C1 (configuration not stated) | -25% | 3%[57.5 µM]
COc1ccc(Cl)cc1NC(=O)CCn1c(=O)c2cccn2c2ccccc21 | 0% | 1%[57.5 µM]
COc1cccc(CNC(=O)CCCCCn2c(=O)[nH]c3cc(OC)c(OC)cc3c2=O)c1 | -1% | -7%
CC(C)NC(=S)N/N=C/C1CC=CCC1 (configuration not stated) | 3% | -3%
CCOC(=O)c1ccc(NC(=O)CC2Sc3ccccc3NC2=O)cc1 (configuration not stated) | -3% | -4%
CCn1c(=O)[nH]c2cc(Cl)c(Cl)cc21 | 1% | 2%
CCOC(=O)c1ccccc1NC(=O)C(=O)Nc1ccc2nc3n(c(=O)c2c1)CCCCC3 | 0% | -20%[57.5 µM]
CCC(=O)Nc1ccc(Cl)c(NC(=O)c2cccc(OC)c2)c1 | -7% | 36%[activator]
Fc1ccc(Br)cc1/C=N/Nc1c(Cl)cc(Cl)cc1Cl | -12% | -11%
O=C(Cn1c(=O)c2cccn2c2ccccc21)Nc1cc(F)ccc1F | 15% | -2%[57.5 µM]
CCc1cccc(CC)c1NC(=O)Cn1c(=O)c(-c2cc(C)ccc2NC(C)=O)nc2ccccc21 | -2% | 23%

canonical_smiles | AID inh | UDG counterscr
CCOc1ccc2nc(N(Cc3cccnc3)C(=O)C3CCCCC3)sc2c1 | -3% | -6%
N#Cc1ccccc1Cn1c(SCC(=O)Nc2ccc(F)cc2)nc2ccccc21 | 13% | 0%
Cc1cccc(-c2cc(C(=O)O)c3ccc(C)c(C)c3n2)c1 | -5% | 3%
COc1ccc2c(C)c(CCC(=O)Nc3nc4ccccc4[nH]3)c(=O)oc2c1 | -1% | -2%
CCC(C)N[C@H]1CS(=O)(=O)C[C@@H]1S(=O)(=O)c1ccccc1 (some centres not stated) | 1% | -6%
O=C(Nc1ccccc1)C1CCN(C(=O)c2nn(-c3ccccc3)c(=O)c3ccccc23)CC1 | -4% | -1%
CCC(=O)N1CCc2cc(CNS(=O)(=O)c3cccs3)ccc21 | 70%[activator] | 4%[57.5 µM]
CCOc1ccc(NC(=O)CC2C(=O)N(c3ccccc3)C(=O)N2CCc2ccc(OC)cc2)cc1 (configuration not stated) | -21% | -15%
N#Cc1ccc(COC(=O)c2ccc(N3CCOCC3)nc2)cc1 | -12% | -1%
Cc1ccc(S(=O)(=O)c2nc(S(=O)(=O)c3ccc(C)cc3)c(NC(C)C)s2)cc1 | -11% | -3%
Cc1cc(C(c2ccc(Cl)cc2)N2CCN(C)CC2)c(NC(=O)c2ccco2)s1 (configuration not stated) | -6% | -12%
N#Cc1c2n(c(=O)n(CC(O)COc3ccccc3F)c1=O)CCC2 (configuration not stated) | -3% | -3%
CCOCCCNC(=O)C(c1ccc(Cl)cc1)N(Cc1ccc2c(c1)OCO2)C(=O)c1ccccc1O (configuration not stated) | -8% | -5%
FC(F)(F)c1cccc(C=C(c2nc3ccccc3s2)c2nc3ccccc3s2)c1 | 15% | 2%
COc1cccc(-c2noc(COc3cccc(C)c3C)n2)c1 | -24% | -29%
COc1ccc(/C=C/C(=O)c2cccs2)cc1O | -13% | -15%
CCC(=O)N1c2ccccc2CC1C(=O)NCc1ccc(N(C)C)cc1 (configuration not stated) | 17% | 14%
CCOc1ccc(NC(=O)Cn2nc(Cc3cccnc3)c3ccccc3c2=O)cc1 | -13% | 1%[57.5 µM]
Nc1nccnc1C(=O)NCCNc1ncccn1 | 2% | 1%
O=C(NC1CC1)c1cc(SCC(=O)N2CCCCC2)nc2ccccc12 | -2% | -3%
COc1cccc(CNC(=O)c2cc3c(s2)-c2ccccc2OC3)c1 | ? | -9%
Fc1ccc(-c2ccc(CNCc3ccccc3)o2)cc1 | -6% | -6%
O=c1c(NCc2ccccc2Cl)nccn1-c1ccccc1 | 19% | ?
Fc1cccc(-c2nnn3c2nc(NCCc2ccccc2)c2ccccc23)c1 | 17% | 2%
COc1ccc(/C=C/C(=O)c2ccc(NC(=O)C34CC5CC(CC(C5)C3)C4)cc2)cc1 | 0% | 4%
CCS(=O)(=O)N1CCCc2cc(C(=O)Nc3ccccc3C(=O)OC)ccc21 | -6% | -7%
CCOc1cc(C(=O)NC2(C(=O)OC)CCCCC2)ccc1OC | -7% | -2%
Cc1cc(OCc2n[nH]c(=S)n2C)ccc1Cl | 0% | 0%
CCOc1ccc(CN2C(=O)c3ccccc3Sc3ccc(C(=O)N4CCN(C)CC4)cc32)cc1 | 3% | 1%
CCn1cc(CCC(=O)NCc2ccccc2OC)c2ccccc21 | -10% | 2%

Some values from above.
For UDG counterscr, `CC(C)NC(=S)N/N=C/C1CC=CCC1` (configuration not stated) reads -3%
For UDG counterscr, `Cc1cc(-c2ccccc2)n2nc(-c3ccccc3)cc2n1` reads -13%
For UDG counterscr, `O=C(NCC(=O)N1CCc2ccccc2C1)C1CCC(CNS(=O)(=O)c2ccc(F)cc2)CC1` (configuration not stated) reads 18%
For UDG counterscr, `Cc1cc(C(c2ccc(Cl)cc2)N2CCN(C)CC2)c(NC(=O)c2ccco2)s1` (configuration not stated) reads -12%
For AID inh, `COc1ccccc1-n1c(=O)c2c3c(sc2n(C)c1=O)CN(C(C)=O)CC3` reads 19%
For AID inh, `CCc1ccccc1NC(=O)CSc1nc2n[nH]c(C)c2c(=N)n1-c1cccc(C)c1` reads -2%
For UDG counterscr, `COc1cccc(CNC(=O)c2cc3c(s2)-c2ccccc2OC3)c1` reads -9%

Other entries follow.
canonical_smiles | AID inh | UDG counterscr
CC(C)(C)c1ccc(OCc2nc3ccccc3n2CCOc2ccccc2)cc1 | 32µM* | -16%
CCN(C(=O)COC(=O)c1cc(=O)c2ccccc2o1)c1cccc2ccccc12 | 4% | 11%
C=CCN1C(=O)COc2ccc(NC(=O)c3cc(=O)c4c(C)cc(C)cc4o3)cc21 | -3% | -14%
COCCNC(=O)NC(=O)CN(Cc1ccccc1)c1cccc(C)c1 | -8% | -19%
CCc1nnc(NC(=O)COc2ccc3c(C)cc(=O)oc3c2)s1 | 2% | 1%
CC(C)NC(=O)NC(=O)COc1ccccc1C#N | 0% | 5%
COC(=O)c1ccc2c(=O)n(CCCCCC(=O)N3CCN(c4ccc(Cl)cc4)CC3)c(=O)[nH]c2c1 | ? | 13%
CCc1cc(C(c2ccccc2Cl)N2CCN(C)CC2)c(NC(=O)c2ccco2)s1 (configuration not stated) | -21% | -13%
CC(=O)N1CCN(C(=O)c2cc3ccc(F)cc3nc2C)CC1 | 2% | 5%
CCCCn1cc(S(=O)(=O)c2ccc(Cl)cc2)c(=O)c2cc(F)c(N3CCCCC3)cc21 | -6% | 21%
CCOc1ccc(OCC(=O)Nc2nnc3n2CCS3)cc1 | 69%[activator] | -2%
CCc1cccc(NC(=O)CSc2nc3ccsc3c(=O)n2CC)c1 | ? | -8%
O=C(CSc1ccc2ccccc2c1)c1ccc[nH]1 | -2% | -5%

Entries above that contain bromine, in the order listed:
canonical_smiles | AID inh | UDG counterscr
Brc1c(NC2=NCCN2)ccc2nccnc12 | ? | -21%
COc1cc(C(=O)Nc2ccc3oc(-c4ccc(C)c(Br)c4)nc3c2)cc(OC)c1OC | 36%[activator][57.5 µM] | 6%[57.5 µM]
CCSc1oc(-c2ccco2)nc1S(=O)(=O)c1ccc(Br)cc1 | -1% | -19%
Fc1ccc(Br)cc1/C=N/Nc1c(Cl)cc(Cl)cc1Cl | -12% | -11%

High-throughput results deposited in PubChem by National Center for Advancing Translational Sciences (NCATS).
